LYPLA1 counter = counter-screen for PME1 inhibitors: inhibitors of human LYPLA1; recombinant LYPLA1, FP-Rh probe fluorescence polarization; inhibition, % at 5.9 µM; hit rate 0.16% among 320,000;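 active means inhibition above the mean of all tested compounds plus 3 SD, set per campaign, cut at about 14% in these data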;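 further: inhibitors block serine hydrolase probe labeling of LYPLA1 so polarization falls; 0% = enzyme with DMSO and 100% = wells lacking LYPLA1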
PAFAH1B3 FP inh = inhibitors of human PAFAH1B3; Q15102; recombinant PAFAH1B3, FP-rhodamine probe, fluorescence polarization; inhibition, % at 3.39 µM; hit rate 0.28% among 340,000; AID 492972;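 active means inhibition above the screen-wide average of all tested compounds plus 3 SD, cut at about 25% in these data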;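 further: 0% = enzyme with DMSO only and 100% = wells lacking PAFAH1B3 protein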
PAFAH1B2 FP inh = PAFAH1B2 (human) inhibition | inhibition, % at 3.39 µM | recombinant PAFAH1B2, FP-rhodamine activity probe, fluorescence polarization | AID 492953 | hit rate 1.2% among 340,000 | P68402;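 active means inhibition above the mean of all tested compounds plus 3 SD, cut at about 24% in these data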;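 further: 0% = enzyme with DMSO and 100% = wells lacking PAFAH1B2; many of its hits are not listed in these tables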
GSTO1 counter = blocks human GSTO1 in RBBP9 counter-screen. recombinant GSTO1, activity-based probe fluorescence polarization. hit rate 1.1% among 300,000. inhibition, % at 5.96 µM. P78417;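 active means inhibition above the campaign mean inhibition plus 3 SD, cut at about 35% in these data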;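 further: 0% = GSTO1-1 with DMSO and 100% = wells lacking GSTO1-1 enzyme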
PREPL inh = inhibitors of human prolyl oligopeptidase-like enzyme PREPL | inhibition, % at 5.96 µM | recombinant PREPL, fluorescence polarization activity-based probe | hit rate 0.68% among 320,000 | Q4J6C6 | AID 2751; in the data active means inhibition above about 43%;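 further: 0% = enzyme with DMSO and 100% = wells lacking enzyme; many of its hits are not listed in these tables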
Target sequence (Q4J6C6 whole entry, looked up): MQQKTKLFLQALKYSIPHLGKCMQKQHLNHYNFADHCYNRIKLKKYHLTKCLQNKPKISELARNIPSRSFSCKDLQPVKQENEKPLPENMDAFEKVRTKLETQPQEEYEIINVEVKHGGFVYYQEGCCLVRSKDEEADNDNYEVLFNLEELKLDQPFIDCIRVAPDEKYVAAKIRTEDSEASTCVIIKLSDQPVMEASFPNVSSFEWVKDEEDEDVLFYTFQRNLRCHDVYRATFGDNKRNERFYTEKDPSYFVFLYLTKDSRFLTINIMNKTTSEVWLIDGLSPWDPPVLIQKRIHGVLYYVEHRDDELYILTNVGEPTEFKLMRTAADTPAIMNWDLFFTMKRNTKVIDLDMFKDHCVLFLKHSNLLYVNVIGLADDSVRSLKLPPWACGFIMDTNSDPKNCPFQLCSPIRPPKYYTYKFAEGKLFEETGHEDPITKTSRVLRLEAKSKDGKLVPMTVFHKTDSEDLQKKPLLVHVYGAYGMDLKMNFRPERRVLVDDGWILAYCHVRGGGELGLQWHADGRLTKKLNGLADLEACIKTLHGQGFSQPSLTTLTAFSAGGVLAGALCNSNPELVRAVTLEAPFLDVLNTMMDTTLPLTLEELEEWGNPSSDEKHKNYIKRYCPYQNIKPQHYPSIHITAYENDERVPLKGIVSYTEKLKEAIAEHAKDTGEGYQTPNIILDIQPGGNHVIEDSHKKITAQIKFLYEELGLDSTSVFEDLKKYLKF
PME-1 primary = PME-1 (human) inhibition | Q9Y570 | recombinant PME-1, FP-Rh probe fluorescence polarization | inhibition, % at 5.9 µM | hit rate 0.53% among 320,000;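 active means inhibition above the campaign mean of all compounds plus 3 SD, cut at about 26% in these data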;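 further: competitive labeling of PME-1 active site by serine hydrolase directed probe; 0% = PME-1 with DMSO and 100% = wells lacking PME-1 enzyme; inhibitors block probe labeling so polarization falls and inhibition rises; many of its hits are not listed in these tables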
Target sequence (Q9Y570 whole entry, looked up): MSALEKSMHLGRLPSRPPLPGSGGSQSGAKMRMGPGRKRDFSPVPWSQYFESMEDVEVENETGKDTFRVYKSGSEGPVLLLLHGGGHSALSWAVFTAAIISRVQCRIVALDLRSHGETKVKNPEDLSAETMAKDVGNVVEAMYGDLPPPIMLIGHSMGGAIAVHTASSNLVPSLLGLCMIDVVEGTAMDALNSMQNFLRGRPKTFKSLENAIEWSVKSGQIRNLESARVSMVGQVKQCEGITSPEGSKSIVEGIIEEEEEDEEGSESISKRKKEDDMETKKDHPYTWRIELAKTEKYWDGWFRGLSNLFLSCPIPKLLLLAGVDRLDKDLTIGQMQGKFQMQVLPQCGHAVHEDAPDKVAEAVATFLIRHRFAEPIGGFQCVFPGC
PAD4 inh = inhibitors of human PAD4. AID 485272. hit rate 0.41% among 330,000. inhibition, % at 6.36 µM. Q9UM07. recombinant PAD4, RCA probe fluorescence polarization;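 active means percent inhibition above a cutoff equal to the mean of all tested compounds plus 3 SD, cut at about 15% in these data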;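 further: 0% = PAD4 with RCA probe and DMSO and 100% = probe without PAD4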
pPAFAH FP inh = inhibitors of human plasma PAF acetylhydrolase (pPAFAH); inhibition, % at 3.39 µM; hit rate 1.5% among 330,000; AID 463082; recombinant pPAFAH, FP-rhodamine probe fluorescence polarization; Q13093;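 active means inhibition above the mean inhibition across the screen plus 3 SD, cut at about 25% in these data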;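 further: inhibitors block binding of the rhodamine activity-based probe so polarization drops; 0% = enzyme with DMSO and 100% = wells lacking pPAFAH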
LYPLA2 inh = LYPLA2 (human) inhibition in PME1 counter-screen; O95372; recombinant LYPLA2, FP-Rh probe fluorescence polarization; inhibition, % at 5.9 µM; hit rate 0.38% among 320,000; AID 2177;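 active means inhibition above the screen-wide mean plus 3 SD, limit set per campaign, cut at about 26% in these data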;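 further: 0% = LYPLA2 with DMSO and 100% = wells lacking LYPLA2 enzyme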
The depositor's hits bear a star; . = no result given.

SMILES | LYPLA1 counter | PAFAH1B3 FP inh | PAFAH1B2 FP inh | GSTO1 counter | PREPL inh | PME-1 primary | PAD4 inh | pPAFAH FP inh | LYPLA2 inh
Cc1ccc(-c2nn(-c3ccccc3)cc2/C=N/n2c(-c3cccs3)n[nH]c2=S)cc1 | -11 | . | . | -5 | 7 | 20 | 4 | 11 | -19
CC(CN1c2ccccc2Sc2ccccc21)N(C)C (configuration not stated) | 1 | 3 | 8 | 1 | 17 | 4 | -1 | 7 | 5
Nc1ccc(Br)c2cccnc12 | 3 | 8 | -1 | 11 | 14 | -1 | -17 | 10 | 5
Cc1cc(NC(=O)c2cnn3cccnc23)n(-c2ccccc2)n1 | -1 | 5 | 4 | 1 | 7 | 4 | 4 | 2 | 2
C=CCc1cc(/C=N\NC(=O)CSc2nnc(CCCc3ccc(OC)c(C)c3)o2)cc(OC)c1O | 1 | 0 | 5 | 4 | 17 | 6 | 4 | 5 | 3
C#CCN1C(=O)C(O)(CC(=O)/C=C/c2ccco2)c2ccccc21 (configuration not stated) | -2 | -3 | 6 | 10 | 13 | 1 | 0 | 4 | -2
COC(=O)Oc1c(Br)c(=O)oc2ccccc12 | 0 | 2 | 3 | 3 | -8 | 4 | -4 | -3 | -1
O=C1c2ccc(Oc3cccc([N+](=O)[O-])c3)cc2C(=O)N1c1ccccn1 | 0 | 12 | 7 | -1 | 4 | -1 | 0 | 2 | 16
CCCCn1c(=O)[nH]c2nc3cc(NC(C)=O)ccc3nc2c1=O | 0 | 5 | 6 | -3 | -6 | 4 | 3 | 4 | 3
CN(C)CCn1c(=O)n(C2CCCCC2)c(=O)c2c3c(sc21)CCCCC3 | 2 | 10 | -2 | -8 | 0 | -3 | 0 | 6 | -2
COc1ccc(NC(=O)C(c2cc3c(cc2[N+](=O)[O-])OCO3)N(C)c2ccccc2)cc1 (configuration not stated) | -3 | 7 | -5 | 8 | 13 | 10 | 7 | 8 | 19
COc1ccc(NC(C)=O)cc1NC(=O)CSc1nnc(-c2ccccc2)n1N | 1 | 3 | 3 | -1 | 6 | -2 | -3 | -1 | 7
CCn1c(CCNC(=O)c2cccs2)nnc1SCC(=O)c1ccc(OC)cc1 | -5 | -5 | 0 | 4 | 2 | -10 | -12 | -6 | -5
COc1ccc(NCc2cccnc2)cc1 | -2 | 6 | -2 | 8 | 2 | -7 | -4 | -5 | -6
N#CC1=C(SCC(=O)NC2CC2)NC(=O)C(C#N)C12CCCCC2 (configuration not stated) | 1 | 0 | 6 | -2 | 2 | -7 | 1 | 6 | -3
CC(=O)N1N=C(c2ccc3ccccc3c2)OC12CCCC2 | -1 | 7 | 4 | -1 | -10 | 0 | -7 | -1 | -2
O=C(O)C1Oc2cc3ccccc3cc2O1 | 2 | 3 | 9 | 20 | -1 | 2 | -3 | 15 | 3
O=C(CNC(=O)c1ccc(Br)cc1)c1ccc(Br)cc1 | -2 | 5 | 4 | 1 | -6 | -3 | -1 | 6 | -7
CCOc1ccc(CCNC(=O)COC(=O)c2cccnc2SC)cc1OCC | -1 | -2 | 3 | 0 | 4 | 8 | -2 | -1 | 0
Cc1nc2sccn2c(=O)c1S(=O)(=O)N1CCN(c2cccc(Cl)c2)CC1 | 2 | 6 | 3 | 2 | 7 | 2 | 0 | 4 | 3
CN(C(=O)CSc1nnc(Cc2ccccc2F)n1N)C1CCS(=O)(=O)C1 (configuration not stated) | 0 | 12 | 8 | 9 | 6 | -2 | -1 | 3 | 8
O=C1Cc2ccccc2C(=O)N1c1ccccc1 | 3 | 7 | 7 | -2 | -8 | 6 | -8 | 11 | 5
COc1ccc(CNC(=S)Nc2ccccc2)cc1Cl | -3 | 8 | 3 | 12 | 1 | 2 | -1 | 4 | -2
CCn1nc(C(=O)NCCc2ccc3c(c2)OCCO3)c2ccccc2c1=O | . | 6 | 2 | . | 2 | . | -2 | 4 | .
Nc1nc(O)c(CC(=O)O)s1 | 4 | 15 | -2 | 6 | 11 | -3 | -8 | 0 | 10
COc1ccc(/C=N/NC(=O)CSc2nnc(CCCc3ccc(OC)c(C)c3)o2)cc1 | -3 | -1 | 4 | 2 | -9 | -9 | -2 | 6 | 4
CCOC(=O)c1c(NC(=O)CSc2nnc(-c3cccnc3)n2Cc2ccco2)sc(C)c1C | 0 | 2 | 1 | 1 | 9 | 4 | -9 | 1 | -5
Cc1cc(NCCCO)n2c(nc3ccccc32)c1C#N | 6 | 4 | -3 | 6 | 1 | 14 | -3 | 5 | 10
Cc1ccc2c(CN3CCN(CCO)CC3)cc(=O)oc2c1C | 0 | 0 | 5 | 4 | 19 | -8 | 2 | -1 | 0
O=C(CCc1nnc2ccc(NCc3ccco3)nn12)Nc1ccccn1 | -3 | 1 | 7 | 5 | 1 | 1 | 2 | 16 | -2
CCN(CC)CCCNc1oc(-c2cccc(Cl)c2)nc1C#N | 0 | -3 | 1 | -3 | 3 | -1 | -4 | -1 | 2
CCCc1cc(C(=O)NNC(=S)NCC)c2ccccc2n1 | 1 | 4 | 3 | -3 | 2 | 0 | -1 | 5 | 6
CCn1c(SCC(=O)N(C)Cc2ccc(OC)c(F)c2)nc2cc(S(N)(=O)=O)ccc21 | 0 | -14 | -3 | 0 | 7 | -2 | 0 | 4 | 10
CC1CN(S(=O)(=O)c2cccc3nsnc23)CC(C)O1 (configuration not stated) | 4 | 3 | -2 | 1 | 1 | 2 | -2 | 3 | 4
O=C(O)c1cc(NS(=O)(=O)c2cccc3nsnc23)cc(C(=O)O)c1 | -3 | 1 | 5 | 3 | -8 | 0 | -1 | 2 | -6
COc1ccc(S(=O)(=O)N2CCOC23CCN(C(=O)c2ccccc2Br)CC3)cc1 | -2 | 5 | -1 | -7 | 7 | 10 | -1 | 3 | -5
O=C(CCN1CCOCC1)Nc1ccc2c(c1)CCC2 | 4 | 2 | 0 | -1 | 8 | 4 | 2 | 2 | 8
CC(OC(=O)c1oc2ccccc2c1COc1ccccc1)C(=O)NC(N)=O (configuration not stated) | -7 | 4 | -3 | 8 | -41 | -11 | -1 | -6 | -17
CN(CCCNC(=O)CCC(=O)N1CCOc2ccc(Cl)cc21)Cc1ccccc1 | -3 | -6 | -3 | 0 | 2 | -4 | -1 | 4 | -4
O=C(COc1ccc(Br)cc1Cl)NC(=O)Nc1ccc2c(c1)OCCO2 | -2 | -3 | -1 | 0 | 3 | 5 | 2 | 4 | 1
CCN(CCO)c1ccc(NC(=S)Nc2cccc(S(=O)(=O)N(C)C)c2)cc1 | 0 | -5 | 7 | 29 | 10 | 1 | 40* | 22 | -4
Cc1cc(=O)oc2cc(NC(=O)C(C)Oc3cccc(Cl)c3)ccc12 (configuration not stated) | -2 | -1 | 6 | -2 | -23 | -3 | -2 | 7 | -3
COc1ccc(CCNC(=O)C2CCN(C(=O)c3ccc(Br)cc3)CC2)cc1 | 5 | -1 | 0 | 10 | 19 | -4 | 2 | -6 | 10
COc1ccc(Cl)cc1C(=O)Nc1ccc(Br)c(C)n1 | -2 | -2 | 6 | 1 | -1 | -5 | -2 | 4 | -9
O=C(Nc1ccc(Cl)cc1F)c1ccc(-n2cncn2)cc1 | -6 | -3 | 0 | . | -3 | 2 | -3 | 0 | -5

Sorted by the number under PAFAH1B3 FP inh (lowest first): three from the list above.
Compound,PAFAH1B3 FP inh,PAFAH1B2 FP inh,PREPL inh,PME-1 primary,PAD4 inh,pPAFAH FP inh
CCn1c(CCNC(=O)c2cccs2)nnc1SCC(=O)c1ccc(OC)cc1,-5,0,2,-10,-12,-6
Cc1cc(=O)oc2cc(NC(=O)C(C)Oc3cccc(Cl)c3)ccc12 (configuration not stated),-1,6,-23,-3,-2,7
Cc1ccc2c(CN3CCN(CCO)CC3)cc(=O)oc2c1C,0,5,19,-8,2,-1

Additional records follow.
SMILES | LYPLA1 counter | PAFAH1B3 FP inh | PAFAH1B2 FP inh | GSTO1 counter | PREPL inh | PME-1 primary | PAD4 inh | pPAFAH FP inh | LYPLA2 inh
O=C1C2C(C(=O)N1Cc1cccnc1)C1C=CC2C12CC2 (configuration not stated) | -4 | 1 | 9 | 0 | 14 | 0 | 2 | 0 | 0
CNC(=O)c1c(Cl)cnn1-c1ccc(F)cc1 | 0 | 0 | 4 | 4 | 9 | 5 | -1 | 4 | 6
COc1ccc(OCCOC(=O)C(C)NS(=O)(=O)c2ccc(NC(C)=O)cc2)cc1 (configuration not stated) | -1 | -1 | -2 | . | 15 | -2 | 7 | 1 | 5
O=C(c1ccc(Cl)nc1)N1CCC(Cc2ccccc2)CC1 | -1 | 0 | 3 | -3 | -5 | -3 | 2 | 0 | 0
CCOc1cc(Cl)c(NC(=O)CC)cc1OCC | -1 | 5 | -1 | -2 | -6 | 1 | 1 | 4 | -9
O=C(NCCc1ccccc1)C1CCC(CNc2c(N3CCCCC3)c(=O)c2=O)CC1 (configuration not stated) | 2 | 1 | 3 | 1 | 9 | 3 | 0 | -1 | 6
Cc1cc2oc(=O)cc(CN3CCCCC3C)c2cc1C(C)C (configuration not stated) | 1 | 5 | -1 | -2 | -1 | -4 | -1 | 2 | 1
CNC(=O)CN1C(=O)COc2ccc(S(=O)(=O)N3CCCCCC3)cc21 | 1 | 10 | 7 | -4 | -1 | -9 | 2 | 4 | -6
COC(=O)C1=C(C)N(c2ccc(C)cc2)/C(=C/c2cccs2)C1=O | 2 | 6 | 2 | -3 | 3 | 6 | 0 | 5 | -1
COc1ccc(S(=O)(=O)NCCc2ccccc2)cc1OC | -2 | 4 | 2 | 9 | -7 | -1 | -3 | 4 | -4
O=C1OC(c2ccc(F)cc2)=C/C1=C\c1ccc([N+](=O)[O-])o1 | -3 | . | . | 7 | 0 | -9 | 9 | 25 | -2
CCCS(=O)(=O)N1CCN(CCN2C(=O)c3cccc4cccc(c34)C2=O)CC1 | 2 | 5 | -4 | -2 | 4 | 2 | -2 | 4 | 4
O=C(/C=C/c1ccco1)NC(=S)Nc1ccccc1N1CCOCC1 | -5 | 3 | 1 | -5 | 11 | 7 | -6 | 4 | 4
CN(CC(=O)NCCc1ccc(S(N)(=O)=O)cc1)Cc1c(F)cccc1Cl | 0 | 6 | 8 | 5 | 2 | 2 | 1 | -1 | 3
CCn1c(=NC(=O)CS(=O)(=O)c2ccc(C)cc2)sc2cccc(OC)c21 | 2 | 4 | -2 | -5 | -6 | 2 | -8 | 2 | 3
Cc1cc(C)n2nc(SCC(=O)N3CCCCC3C)nc2n1 (configuration not stated) | . | 2 | 1 | . | 9 | . | -6 | -5 | .
N#C/C(=C\c1ccc(N2CCOCC2)o1)c1ccccc1 | -3 | 8 | 3 | 1 | 19 | -2 | 2 | 3 | 0
CN1/C(=C\C(=O)CSc2cccc[n+]2[O-])C(C)(C)c2ccccc21 | -1 | 3 | -2 | 1 | -12 | -10 | -11 | -2 | -3
CCn1cnc2c1c(=O)n(CC(=O)Nc1cc(C)on1)c(=O)n2Cc1ccccc1 | 0 | -6 | 5 | 5 | 3 | 1 | -2 | 3 | 2
Cc1ccc2[nH]c(C(=O)O)c(NC(=O)CN3CCN(c4cccc(C)c4C)CC3)c2c1 | 2 | 9 | 11 | 1 | 19 | 0 | 1 | 13 | 1
Cc1ccc(Nc2ccc(C(=O)O)cc2N)cc1 | -1 | . | . | -2 | 12 | -17 | -3 | 28* | 3
O=C1C=C(c2ccc3ncccc3c2)C[C@@H](c2ccc(F)cc2)C1 | -4 | 6 | 2 | . | -31 | 4 | -2 | 6 | 13

Source: PubChem

The list is partial; the hit share may differ from the screen's.
